SW480 rerep: DNA re-replication induction in SW480 cells | SW480 DNA re-replication, Hoechst DNA content imaging, 48 h | Potency, µM (doses to about 46.1 µM), for the others: at the highest dose re-replication activation, usual class: activators | 340,000 tested, 1.8% active | AID 624297; note: % of control where 0% means no effect; nearly all actives have a fitted effect of over 55% in size
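SW480 cells exposed to compounds for 48 hr at 37 C, 5% CO2, then Hoechst-stained 40 min. Nuclear DNA content imaged by fluorescence scanning (405 nm excitation, 500-530 nm emission); re-replication scored as increased high-intensity nuclei.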
HT1080 IDH1KD tx: HT-1080 IDH1 knockdown cell toxicity (counter line); Potency, µM (titrated, usually from 46.1 µM), without a hit: at the highest dose activity, negative = toxicity, actives largely listed as cytotoxic; HT-1080 IDH1 knockdown viability, ATP luminescence, 48 h; 360,000 tested, 2% active;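 note: 0% = DMSO wells and -100% = cell-free medium wells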
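Using the IDH1-knockdown HT-1080 line run in the same batch and compound series as the NT line, viability after 48 h at 37 °C was determined by CellTiter-Glo luminescence and expressed as % activity.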
GLP-1R agonist: agonists of human GLP-1 receptor; P43220; HEK293 GLP-1R CRE-luciferase, luminescence, 4-6 h; cells express a hypersensitive GLP-1R form; 380,000 tested, 0.007% active; Potency, µM (doses to about 45.6 µM), for the others: at the highest dose activation, hits mostly activators; note: % of control where 0% means no effect
Target sequence (P43220 whole entry, looked up): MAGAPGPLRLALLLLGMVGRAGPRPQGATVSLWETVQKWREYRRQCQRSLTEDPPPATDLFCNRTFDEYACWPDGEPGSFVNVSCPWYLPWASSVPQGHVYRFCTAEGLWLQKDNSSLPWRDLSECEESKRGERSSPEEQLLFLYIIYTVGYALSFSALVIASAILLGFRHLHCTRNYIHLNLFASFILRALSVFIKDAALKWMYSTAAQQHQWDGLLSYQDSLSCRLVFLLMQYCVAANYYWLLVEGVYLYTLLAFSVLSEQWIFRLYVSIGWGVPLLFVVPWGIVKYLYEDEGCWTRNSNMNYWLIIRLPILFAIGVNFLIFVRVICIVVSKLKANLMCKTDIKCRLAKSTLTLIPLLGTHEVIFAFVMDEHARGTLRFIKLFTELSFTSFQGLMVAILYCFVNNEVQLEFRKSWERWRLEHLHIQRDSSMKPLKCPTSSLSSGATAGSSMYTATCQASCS
HT1080NT lethal: kills 2HG-producing HT-1080-NT fibrosarcoma cells; HT-1080-NT fibrosarcoma viability, CellTiter-Glo ATP luminescence, 48 h; Potency, µM (series often up to 46.1 µM), inactives show top-dose activity, negative = less viability, actives largely listed as cytotoxic; 360,000 tested, 1.6% active; AID 686970;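 note: NT is the 2HG producing partner of a matched IDH1 knockdown line; 0% = DMSO-treated cells and -100% = media-only wells without cells; nearly all actives have a fitted effect of over 55% in size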
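HT-1080-NT fibrosarcoma cells (2HG-overproducing), 750 cells/well in RPMI with 5% FBS, dosed after 2 h and incubated 48 h at 37C. CellTiter-Glo luminescence normalized to DMSO and no-cell wells; concentration-response curves fitted and classed.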
GLP-1R inv ag: GLP-1 receptor (human) inverse agonism | P43220 | HEK293 GLP-1R CRE-luciferase, luminescence, 24 h; GLP-1R form is constitutively active | Potency, µM (highest dose often 38.3 µM), for inactives: top-dose activity change, negative = inhibition, usual class: inhibitors | 410,000 tested, 1.6% active | AID 624417; note: % is set by controls: 0 for no effect and ±100 for the full control effect; nearly all actives have a fitted effect of over 55% in size
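Inverse agonists were sought by their lowering of basal cAMP reporter luciferase output in HEK293 cells stably carrying constitutively active human GLP-1R, after 24 h compound treatment.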
KB-3-1 tox: kills parental KB-3-1 adenocarcinoma cells. KB-3-1 viability, CellTiter-Glo ATP luminescence, 72 h. Potency, µM (doses to about 46.1 µM), without a hit: top-dose activity change, negative = cytotoxic, usual class: cytotoxic. 400,000 tested, 1.4% active. AID 1347075; note: % is set by controls: 0 for no effect and ±100 for the full control effect; nearly all actives have a fitted effect of over 60% in size
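Parental KB-3-1 adenocarcinoma cells in phenol-red-free DMEM with 10% FBS were pin-treated with compounds at several concentrations, incubated 72 h at 37 °C, and viability read by CellTiter-Glo luminescence; concentration-effect curves were fitted after normalization.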
TDP43 rescue: inhibitors of TDP-43 toxicity in yeast | TDP-43 expressing yeast growth rescue, BacTiter-Glo, 24 h | Potency, µM (highest dose often 46.1 µM), inactives show at the top dose growth rescue (activation), actives largely listed as activators | 410,000 tested, 1.8% active; note: % of control where 0% means no effect; nearly all actives have a fitted effect of over 50% in size
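Cell-based yeast growth screen: TDP-43 expression induced in galactose, inoculum OD600=0.02 after raffinose pregrowth to mid-log. Read-out BacTiter-Glo luminescence at 24 hr, 30 deg C; inhibition of toxicity seen as signal increase.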
KB-V1 cytotox: KB-V1 MDR subline cytotoxicity. KB-V1 MDR cells viability, CellTiter-Glo, 72 h. 400,000 tested, 3.4% active. Potency, µM (series often up to 46.1 µM), for inactives: top-dose activity change, negative = cytotoxicity, usual class: cytotoxic. AID 1347076; note: % is set by controls: 0 for no effect and ±100 for the full control effect; nearly all actives have a fitted effect of over 60% in size
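Compound-treated KB-V1 multidrug-resistant cells, 72 h, 37 degrees C; viability by CellTiter-Glo. Fitted qHTS curves give the values.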
HEK293 tox: cytotoxic in the GLP-1 receptor inverse agonist counter-screen. HEK293 cAMP-luciferase reporter cells, luminescence, 24 h. Potency, µM (highest dose often 38.3 µM), for inactives: at the highest dose activity change, negative = inhibition, usual class: inhibitors. 410,000 tested, 0.13% active;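 note: loss of luciferase light is scored as toxicity; % is set by controls: 0 for no effect and ±100 for the full control effect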
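Cells in DMEM/10% Nu serum/1% pen-strep, 1536-well format. Pre-incubated 12 h, dosed with 23 nL compound, incubated a further 24 h. Luciferase detection, 12 min at room temp, luminescence.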
The depositor's hits bear a star; u = inconclusive; x = no result given; & = joins results of further samples; [ ] = another dose, or the depositor's remark. Calls come from the whole dose curve; as a rule, active = well fitted curve in the direction sought with a large enough effect; inconclusive = small, poorly fitted or top-dose-only effect, or another doubt; inactive = no such curve, though single readings can be large; an effect the other way counts as inactive or inconclusive. Potency is the fitted concentration of half-maximal effect.

SMILES | SW480 rerep | HT1080 IDH1KD tx | GLP-1R agonist | HT1080NT lethal | GLP-1R inv ag | KB-3-1 tox | TDP43 rescue | KB-V1 cytotox | HEK293 tox
COc1ccc(NC(=O)C2CCCN(S(C)(=O)=O)C2)cc1 (stereo not given) | -5.5% | 0.9% | -4.8% | 1.0% | 5.7% | 1.6% | -8.5% | 15.8% | -5.7%
Cn1c(C(=O)NCCc2ccccc2)cc(=O)n(C)c1=O | -0.1% | 12.2% | 2.2% | 16.3% | 9.2%[0.307 µM] | 11.9% | -17.0% | 7.3% | 11.0%[0.307 µM]
Cc1ccc(S(=O)(=O)N/N=C2\C(=O)C3(C)CCC2C3(C)C)cc1 (stereo not given) | 0.6% | 6.8% | 4.0% | 2.4% | 11.2% | -6.9% | 5.9% | u | -3.6%
COc1ccc2c(C)c(CCC(=O)NC3CC3)c(=O)oc2c1 | -5.8% | 10.0% | 5.7% | 13.7% | 6.0% | 0.0% | 0.0% | -1.7% | -6.5%
CCOc1cccc(N(C(=O)Cc2cccs2)C(C(=O)NC2CCCCC2)c2cccn2C)c1 (stereo not given) | -5.3% | u | -2.8% | -19.3% | u | -1.3% | -21.3% | u | -12.8%
CC(C)CC(NC(N)=O)C(=O)OCC(=O)N(Cc1ccccc1)Cc1ccccc1 (stereo not given) | 1.1% | -3.7% | 3.0% | 2.0% | -3.4% | 5.0% | 0.0% | -0.5% | 8.4%
COC(=O)CC1C(=O)NCCN1C(=O)OC(C)(C)C (stereo not given) | -2.0% | 12.9% | -0.5% | 18.0% | 16.0% | -14.1% | 2.3% | 2.5% | 5.2%
Cc1cc(N2CCN(C(C(=O)NC3CCCC3)c3ccco3)CC2)c2ccccc2n1 (stereo not given) | x | -1.0% | x | -6.0% | -2.7% | -6.3% | 7.1% | u | -14.0%
CC1CCN(C(=O)CSc2nnc(-c3ccccc3F)o2)CC1 | -9.6% | 2.4% | 28.2% | 18.5% | 27.1% | 0.0% | 1.5% | -1.3% | -1.1%
CC(=O)n1c(C=Nc2ccccc2)c(O)c2ccccc21 | u | -11.8% | -2.6% | -4.9% | 10.8% | u | -6.1% | u | 12.0%
CCC(CO)Oc1cc(NCc2cccc(C)c2)c2ncn(C(C)C)c2c1 (stereo not given) | -3.7% | -3.0% | 0.6% | 9.4% | 4.9% | -1.4% | -26.2% | -14.8% | u
COc1cccc(OCC(=O)NNC(=O)C(=O)Nc2ccc(OC)cc2OC)c1 | -14.0% | -5.9% | -7.3% | -11.6% | 0.0% | -5.1% | -7.6% | -6.8% | -3.1%

An excerpt of these results, with each value named.
smiles: COC(=O)CC1C(=O)NCCN1C(=O)OC(C)(C)C (stereo not given)
- SW480 rerep: -2.0%
- HT1080 IDH1KD tx: 12.9%
- GLP-1R agonist: -0.5%
- HT1080NT lethal: 18.0%
- GLP-1R inv ag: 16.0%
- KB-3-1 tox: -14.1%
- TDP43 rescue: 2.3%
- KB-V1 cytotox: 2.5%
- HEK293 tox: 5.2%

smiles: Cc1cc(N2CCN(C(C(=O)NC3CCCC3)c3ccco3)CC2)c2ccccc2n1 (stereo not given)
- SW480 rerep: x
- HT1080 IDH1KD tx: -1.0%
- GLP-1R agonist: x
- HT1080NT lethal: -6.0%
- GLP-1R inv ag: -2.7%
- KB-3-1 tox: -6.3%
- TDP43 rescue: 7.1%
- KB-V1 cytotox: u
- HEK293 tox: -14.0%

Remaining list, next part.
SMILES | SW480 rerep | HT1080 IDH1KD tx | GLP-1R agonist | HT1080NT lethal | GLP-1R inv ag | KB-3-1 tox | TDP43 rescue | KB-V1 cytotox | HEK293 tox
CCOC(=O)Cn1cnc2sc(C(=O)OC)c(C)c2c1=O | -6.9% | 12.2% | -6.7% | 2.4% | -11.1% | 19.1% | 21.1% | 0.0% | -34.6%
COc1ccc(Nc2nnc(-c3cc4cc(Cl)ccc4oc3=O)s2)cc1 | x | x | x | x | -1.8% | 8.6% | 20.5% | -17.6% | -8.5%
CC(C)c1ccc2c(c1)c(SC(C)(C)C)c(CC(C)(C)C(=O)O)n2Cc1ccc(Cl)cc1 | -5.6% | 18.4µM* | 10.0% | 13µM* | 2.82µM* | u | 8.6% | 8.8% | -16.6%
COc1ccc(C(=O)Nc2cccc3c2CCCC3)cc1 | u | u | -4.5% | u | -32.5% | 23.1µM* | -3.0% | -1.2% | -14.5%
CCN(CC)C(=O)CC1(c2ccccc2OC)CCOC(C(C)C)C1 (stereo not given) | 0.3% | 0.5% | 5.4% | 0.0% | 0.0% | -11.0% | 0.0% | -4.9% | -3.1%
CN(CC(=O)OCC(=O)NCc1ccccc1)S(=O)(=O)c1ccc(Cl)cc1 | -1.5% | u | 0.5% | 16.0% | 5.4% | -4.2% | -16.6% | 15.0% | 3.7%
COc1ccccc1CNC(=O)c1ccc2c(c1)CCN2S(=O)(=O)c1ccccc1 | x | x | x | x | -28.6% | -15.1% | 10.0% | 4.9% | -11.9%
NC(=O)c1ccc(NC(=O)CCc2nc3sc4c(c3c(=O)[nH]2)CCCC4)cc1 | -10.3% | 3.8% | 0.4% | -0.4% | 28.0% | 6.3% | -10.0% | 1.3% | 2.9%
CC(=O)c1ccc(S(=O)(=O)N2CCN(C(=O)CSC(=S)N3CCCC3)CC2)cc1 | 0.5% | -3.3% | 1.4% | 2.0% | -2.5% | -5.1% | 0.0% | 4.8% | 14.7%
CCOC(=O)N1CCN(S(=O)(=O)c2c(C(=O)N3CCCCC3)c(C)n(C)c2C)CC1 | -5.9% | 9.3% | 2.2% | 7.3% | 6.7% | 10.1% | 7.0% | 14.9% | 3.0%
COCCn1c(SCC(=O)Nc2nnc(C)s2)nnc1-c1ccoc1C | 0.4% | -2.4% | 0.1% | -1.9% | 12.7% | 20.8% | -1.5% | -6.4% | 0.4%
COc1cccc(NC(=O)CSc2nc(C)cs2)c1 | -3.7% | -3.4% | 3.1% | -2.8% | u | 1.9% | 24.8% | -7.6% | -20.1%
CCCc1nc2c(C)cc(-c3nc4ccccc4n3C)cc2n1Cc1ccc(-c2ccccc2C(=O)O)cc1 | 0.2%&-15.9% | -25.9% | 9.9%&-1.2% | u | 3.3% | 0.0% | u | u | -6.1%
COc1ccc(S(=O)(=O)N2CCN(C(=O)CNC(=O)c3ccc4c(c3)OCO4)CC2)cc1 | 0.7% | 0.7% | -8.0% | 0.5% | 13.2% | 5.5% | 6.4% | -19.6% | 18.1%
CSc1cccc(NC(=O)c2cc(S(=O)(=O)N3CCCC3)cn2C)c1 | -4.6% | -1.4% | -6.9% | -9.1% | -9.9% | 0.1% | 14.9% | -9.5% | -24.9%
CCSC1=N/C(=C\c2ccc3c(c2)OCO3)C(=O)S1 | 0.3%[9.22 µM] | 3.4% | 1.6% | 0.0% | -4.3% | 14.2% | -7.0% | 16.2% | 27.0%
COc1cc(/C=C2\N=C(C)OC2=O)cc(OC)c1OC | 2.1% | 11.2% | -7.0% | 11.1% | 13.9% | -10.3% | 6.1% | 1.5% | -9.7%
Cc1ccccc1C(=O)Nc1cccc(C(=O)Nc2ccccc2C(=O)O)c1 | 1.0% | 7.3% | -0.1% | 3.0% | 5.9% | 9.7% | 22.5% | 6.8% | 4.1%
O=c1c2cccc(Cl)c2nc2n1Cc1ccccc1-2 | u | 7.8% | 1.3% | 13.5% | 22.5% | 16.1% | -94.0%[inhibitor] | 0.1% | 30.6%[activator]
COc1ccc(C2c3[nH]c4ccccc4c3CCN2CCCn2cccn2)c(C)c1C (stereo not given) | u | u | 1.0% | u | u | -3.4% | -13.4% | -8.0% | 3.6%
O=C(c1ccc2c(=O)n(CC3CCCO3)c(=S)[nH]c2c1)N1CCN(c2ccccc2)CC1 (stereo not given) | -12.2% | 0.5% | -12.1% | 4.8% | -1.2% | -5.9% | 4.7% | 10.7% | -14.3%
COc1ccc2nc(C)cc(SCC(=O)Nc3c(C)cccc3C)c2c1 | -4.3% | 11.5% | 3.7% | 2.2% | 0.8% | -6.9% | 11.4% | u | 16.6%
CCc1ccccc1NC(=O)Cc1ccc(NC(=O)N2CCCCc3ccccc32)cc1 | x | x | x | x | u | 0.0% | 15.5% | -15.1% | -21.1%
CCNC(=S)NNC(=O)CSc1nc2ccccc2[nH]1 | -3.7% | 13.7% | 0.5% | 16.8% | 7.4% | 7.8% | 0.0% | 3.8% | 3.3%
CCS(=O)(=O)N1CCc2cc(C(=O)Nc3ccc(OC)c(Cl)c3)ccc21 | x | x | x | x | u | u | -27.1% | -23.4% | u
CCCN1CN(CCc2ccccc2)CNC1=S | -3.7% | 22.5% | 4.2% | 18.8% | u | 9.8% | -3.7% | 14.9% | u
Cc1onc(-c2ccccc2Cl)c1C(=O)N1CCN(C/C=C/c2ccccc2)CC1 | u | -26.4% | 0.8% | 8.7% | u | -16.6% | -1.7% | 14.6µM* | -5.9%
Cc1cccc(C(=O)NCC(=O)NC2CCC(C)CC2)c1 (stereo not given) | 0.6% | 7.8% | 3.9% | 1.8% | 6.9% | u | -13.6% | 0.8% | 10.5%
CN1C(=O)c2cccc3c(S(=O)(=O)N4CCCC4C(=O)O)ccc1c23 (stereo not given) | 0.2% | 8.0% | 2.3% | -3.6% | 10.4% | -4.7% | -1.9% | -22.0% | 109.6%[activator]
Cc1c(NS(=O)(=O)c2cccc(C(=O)Nc3ccc(SC(F)F)cc3)c2)c(=O)n(-c2ccccc2)n1C | 4.9% | -2.7% | -27.2% | -7.8% | u | u | 0.8% | 5.17µM* | -19.1%
COc1cc(/C=N/Nc2cccc(C)c2)ccc1OC(=O)c1cccs1 | x | u | -19.8% | -23.2% | u | 5.3% | 11.6% | 3.1% | -11.4%
COc1cccc(-n2c(SCC(=O)c3ccc(Cl)cc3)nc3c([nH]c4ccccc43)c2=O)c1 | x | x | -1.5% | x | -10.3% | 5.6% | 20.8% | u | 0.7%
O=C1CCCC/C1=C/Nc1ccc2c(c1)OCO2 | 0.5% | 0.3% | 0.1% | -1.5% | 11.4% | 5.2% | 2.0% | 2.6% | 10.8%
Cc1c(-c2nsc(NC(=O)c3ccccc3)n2)nnn1-c1ccc(C(F)(F)F)c(Cl)c1 | x | x | 0.7% | x | 0.8% | 15.3% | u | 0.0% | 2.6%

High-throughput results (PubChem)
